# High-throughput results (PubChem BioAssay)
# GSK3B inh: human GSK3beta kinase inhibitors, primary screen, biochemical, cell-free homogeneous, HTS | GST-GSK3beta kinase, ADP-Glo luminescence, 60 min; stronger effect = lower value | activity score (negative = inhibition), % at 10 µM | 300,000 tested, 0.038% active | Glycogen synthase kinase-3 beta (Homo sapiens), P49841 | AID 2097, 2009;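 active = more than half of replicate wells score below -50%, meaning over 50% inhibition versus plate controls; inconclusive = some replicates but at most half score below -50%; inactive = no replicate scores below -50%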;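 note: 0% = median DMSO wells and -100% = median GW8510 positive control wells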
# Target sequence (P49841 whole entry, looked up): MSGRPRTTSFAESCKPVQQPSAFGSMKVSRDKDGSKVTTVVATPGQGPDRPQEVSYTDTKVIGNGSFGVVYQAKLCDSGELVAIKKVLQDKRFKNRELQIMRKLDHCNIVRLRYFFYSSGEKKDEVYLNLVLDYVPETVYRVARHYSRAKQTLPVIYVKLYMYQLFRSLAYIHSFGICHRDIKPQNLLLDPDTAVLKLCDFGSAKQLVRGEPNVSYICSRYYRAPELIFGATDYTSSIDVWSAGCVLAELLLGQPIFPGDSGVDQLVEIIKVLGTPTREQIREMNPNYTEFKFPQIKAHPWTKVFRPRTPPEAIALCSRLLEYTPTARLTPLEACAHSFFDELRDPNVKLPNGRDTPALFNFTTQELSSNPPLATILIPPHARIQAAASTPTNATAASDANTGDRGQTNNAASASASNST
#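 Assay system: GST-tagged human GSK3beta kinase, cell-free; Input: 1.6 ng GSK3beta; Medium: Tris/MgCl2 kinase buffer; Timing: 60 min enzyme reaction, room temperature; Signal: ADP-Glo luminescence quantifying ADP generated by kinase; Evaluation: score relative to plate controls; Benchmarks: DMSO neutral wells and GW8510 at 20 µM as positive.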
# RGS4 pot: RGS4 potentiators or activators, primary screen, cell-based, HEK293 M3R inducible RGS4, calcium flux | carbachol calcium flux Fluo4; stronger effect = lower value | B-score at 10 µM | 310,000 tested, 0.92% active;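 active = B-score of the integrated calcium signal more than 4 SD below the library mean, with starting fluorescence not abnormally high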;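 note: negative B-score means reduced calcium response which marks RGS4 activation or potentiation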
#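 test system = M3R-expressing HEK293 line, RGS4 induced by doxycycline | probe or stimulus = carbachol at ECmax as muscarinic agonist stimulus | timing = dye loading 30 min 37 °C, buffer rest 30 min RT | signal = calcium dye Fluo4 fluorescence | evaluation = B score from integrated fluorescence ratio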
# PolyA inhibitor: polyadenylation inhibitors in yeast reporter cells, primary screen, luminescence, S. cerevisiae; S. cerevisiae SKY197-pL101 polyadenylation reporter, beta-gal luminescence; efflux-impaired pdr1/pdr3 knockout yeast; score 100 = 6 SD above DMSO; calls only at 12 µM; 300,000 tested, 0.02% active; AID 1875, 2009;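 active = lowest replicate activity score at least 50, where 100 means six control SD above control mean; inconclusive = lowest score under 50 but half or more replicates reach 50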;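 note: yeast exposed to compound for 9 h at 30 °C; higher score means more reporter readthrough which indicates perturbed polyadenylation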
# KCNK3 block: human KCNK3 channel inhibitors, primary screen, CHO cells, FluxOR thallium flux, B-score. FluxOR fluorescence; stronger effect = lower value. B-score at 10 µM. 340,000 tested, 0.84% active. AID 602410, 2012;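 active = B-score under library mean minus 4 SD, starting fluorescence ratio at most library mean plus 5 SD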;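 note: more negative B-score means stronger inhibition of thallium flux through KCNK3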
# KCNQ1 pot: potentiators or activators of KCNQ1 channel, primary screen, cell-based, thallium flux, high-throughput | 310,000 tested, 0.35% active | B-score at 10 µM | AID 2648, 2010 | Potassium voltage-gated channel subfamily KQT member 1 (Homo sapiens), P51787 | CHO-K1 KCNQ1, thallium flux FluxOR fluorescence; stronger effect = higher value;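 active = fluorescence ratio B-score, a plate-corrected score, at least three library SD, with initial intensity B-score within 5 SD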
#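 Assay system: stable KCNQ1 CHO-K1 line; medium: assay buffer, equal DMSO in all wells; timing: 90 min dye loading and 20 min compound exposure, both at room temperature; technique: kinetic FluxOR thallium fluorescence, 10-s 1-Hz baseline, 110-s post-stimulus read; read-out basis: B score of baseline-normalized fluorescence ratio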
# hERG protect: hERG rescue from dofetilide block, primary screen, cell-based, CHO-hERG, FluxOR thallium flux, dofetilide IC70. Voltage-gated inwardly rectifying potassium channel KCNH2 (Homo sapiens), Q12809. dofetilide IC70 present. activation (rescue from dofetilide block), less the hit threshold, % at 10 µM. 310,000 tested, 0.51% active. AID 1511, 2009;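 active = activation above the mean of controls blocked by dofetilide plus 5 SD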;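 note: thallium influx through hERG after potassium depolarization seen as dye fluorescence rise; in these data hits start at about 4.7%; inactives centre near -7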
# Dyrk1A ADPGlo: rat Dyrk1A kinase inhibitors, primary screen, biochemical, single point, plate reader; 310,000 tested, 0.43% active; AID 504441, 2011; inhibition, % at 12.5 µM; Dual specificity tyrosine-phosphorylation-regulated kinase 1A (Rattus norvegicus), Q63470; ADP-Glo luminescence, NFATc1 peptide; in the data active = inhibition above about 50%;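 note: plate controls were vehicle with enzyme for no effect and no enzyme for full effect; many of its hits are not listed in these tables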
# KCNK9 inh: KCNK9 potassium channel inhibitors, primary screen, HEK293 cells, thallium flux | FluxOR thallium flux fluorescence; stronger effect = lower value | 310,000 tested, 1.2% active | B-score at 10 µM;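 active = ratio B-score over 3 SD below the library mean, with starting fluorescence within 5 SD of its mean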;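 note: negative B-score means less thallium flux so channel inhibition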
# HDAC3 inhib: HDAC3 deacetylase inhibitors, primary screen, biochemical, fluorescence, cell-free homogeneous; Histone deacetylase 3 (Homo sapiens), O15379; recombinant HDAC3, fluorogenic peptide/trypsin coupled; inhibition, % at 8.3 µM; 320,000 tested, 0.15% active; in the data active = inhibition above about 26%, passing the limit was not always enough; inconclusive = no clear call, values can overlap the other calls
# KCNQ1 inh: inhibitors of human KCNQ1 channel, primary screen, cell-based, thallium flux, high-throughput; Potassium voltage-gated channel subfamily KQT member 1 (Homo sapiens), P51787; B-score at 10 µM; 310,000 tested, 1.3% active; CHO-K1 KCNQ1, FluxOR thallium flux fluorescence; stronger effect = higher value;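 active = compounds whose thallium flux B-score, printed positive for inhibition, exceeds three library SD while starting fluorescence stays within three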;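 note: channel opened by potassium depolarization with thallium stimulus after 20 min compound exposure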
# GSK3A inh: blockers of GSK3A enzyme activity – biochemical, luminescence, cell-free homogeneous, HTS, primary screen. AID 2650, 2010. Glycogen synthase kinase-3 alpha (Homo sapiens), P49840. GSK-3 alpha kinase, ADP-Glo luminescence, 60 min. 320,000 tested, 0.1% active. inhibition, % at 10 µM;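 in the data active = inhibition above about 50%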;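 note: GST-tagged GSK-3 alpha with peptide substrate and 25 µM ATP; 0% = DMSO neutral wells and 100% = GW8510 positive control wells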
# Target sequence (P49840 whole entry, looked up): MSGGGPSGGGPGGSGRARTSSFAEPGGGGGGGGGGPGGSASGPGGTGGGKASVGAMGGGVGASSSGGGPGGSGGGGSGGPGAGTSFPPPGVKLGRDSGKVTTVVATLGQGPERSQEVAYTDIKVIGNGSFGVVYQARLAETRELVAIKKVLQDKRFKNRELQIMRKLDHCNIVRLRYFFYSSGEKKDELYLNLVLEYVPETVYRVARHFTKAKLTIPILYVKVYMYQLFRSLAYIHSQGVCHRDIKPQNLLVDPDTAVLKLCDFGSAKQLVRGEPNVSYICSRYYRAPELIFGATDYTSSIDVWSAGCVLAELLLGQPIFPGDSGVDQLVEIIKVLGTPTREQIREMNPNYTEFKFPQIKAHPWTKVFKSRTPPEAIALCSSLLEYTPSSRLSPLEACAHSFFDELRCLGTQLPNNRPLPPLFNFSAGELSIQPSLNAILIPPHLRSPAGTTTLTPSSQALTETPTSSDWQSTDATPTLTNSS
# Starred values were filed as active, the others as inactive; i = inactive; ? = inconclusive; . = not tested or not shown. Not all compounds are listed, so the mix of outcomes need not match the whole.
SMILES,GSK3B inh,RGS4 pot,PolyA inhibitor,KCNK3 block,KCNQ1 pot,hERG protect,Dyrk1A ADPGlo,KCNK9 inh,HDAC3 inhib,KCNQ1 inh,GSK3A inh
Cc1c(C(=O)N2CCCCC2)c(S(=O)(=O)NCc2ccccc2Cl)c(C)n1C,3,i,i,i,i,-8,4,i,-2,i,-1
Cc1ccc(S(=O)(=O)N/N=C2/CC(=O)CC(C)(C)C2)cc1[N+](=O)[O-],0,i,i,i,i,-4,-4,i,7,i,-2
O=C(COC(=O)c1cc(Br)ccc1Cl)NC(=O)NCc1ccccc1,4,i,i,i,i,-7,0,i,2,i,0
CN1C(=O)N(C)C2(c3ccccc3)Nn3c(s/c(=C/c4ccccc4F)c3=O)=NC12c1ccccc1 (centres undefined),1,i,i,.,i,-3,.,i,3,i,3
COc1ccccc1CNC(=O)COC(=O)c1c(C)nn(-c2ccccc2)c1Cl,-2,i,.,i,i,-13,-4,i,.,i,0
Cc1ccc(S(=O)(=O)NCCc2c[nH]c3ccccc23)cc1,-1,i,i,i,i,-6,7,i,10,i,-2
O=C(Nc1ccccc1)c1[nH]ncc1[N+](=O)[O-],-2,i,i,i,i,-10,13,i,2,i,7
COc1cc(/C=N/NS(=O)(=O)c2ccc3ccccc3c2)ccc1OCc1ccc(C(=O)O)cc1,2,i,i,i,i,-30,6,i,.,i,-4
Cc1[nH]nc(N)c1N=Nc1ccc(Br)cc1,-18,i,i,.,i,-14,.,i,-2,i,-6
COc1cc(CN2CCN(Cc3ccc(SC)cc3)CC2)cc(OC)c1O,3,i,i,i,i,-4,-2,i,-4,i,1
CCOc1ccc(N(CC(=O)NC2CCC(C)CC2)S(=O)(=O)c2c(C)noc2C)cc1 (centres undefined),3,i,i,i,i,-11,-6,i,1,i,-2
Cc1cccc(/C=N/NC(=O)NC23CC4CC(CC(C4)C2)C3)n1,0,i,i,i,i,-8,1,i,-3,i,-4
COC(=O)c1[nH]c2ccccc2c1NC(=O)c1ccccc1F,-2,i,i,i,i,-7,.,i,3,i,0
O=C(NCc1ccccc1)C1=C[C@@H](c2ccc3c(c2)OCO3)C[C@@H](OCCCCO)O1,-1,i,i,i,i,-15,7,i,-5,i,-3
CCC(NC(=O)NNC(N)=S)(C(F)(F)F)C(F)(F)F,4,i,i,i,i,-7,-2,i,-2,i,2
c1ccc(N=C(c2cccs2)N2CCOCC2)cc1,3,i,i,i,i,-10,-2,i,5,i,-1
Cc1ccc(CNC(=O)CN2CCCC(C)C2)cc1 (centres undefined),0,i,i,i,i,-12,3,i,1,i,0
Cc1c([N+](=O)[O-])cc(C(=O)Nc2ccc(NC(=O)c3ccco3)cc2)cc1[N+](=O)[O-],-4,i,i,i,i,-8,1,i,-1,i,0
C=CCNC(=O)NC(=O)COC(=O)c1cccnc1SC,-3,i,i,i,i,-9,-1,i,-10,i,.
Cc1ccc(CC(CC(=O)Nc2cccc(C(F)(F)F)c2)C(=O)O)cc1 (centres undefined),1,i,i,i,i,-10,-4,i,-1,i,-6

# Part of the list above, with each value named:
COc1ccccc1CNC(=O)COC(=O)c1c(C)nn(-c2ccccc2)c1Cl
- GSK3B inh: -2
- RGS4 pot: i
- PolyA inhibitor: .
- KCNK3 block: i
- KCNQ1 pot: i
- hERG protect: -13
- Dyrk1A ADPGlo: -4
- KCNK9 inh: i
- HDAC3 inhib: .
- KCNQ1 inh: i
- GSK3A inh: 0
Cc1ccc(S(=O)(=O)NCCc2c[nH]c3ccccc23)cc1
- GSK3B inh: -1
- RGS4 pot: i
- PolyA inhibitor: i
- KCNK3 block: i
- KCNQ1 pot: i
- hERG protect: -6
- Dyrk1A ADPGlo: 7
- KCNK9 inh: i
- HDAC3 inhib: 10
- KCNQ1 inh: i
- GSK3A inh: -2
O=C(Nc1ccccc1)c1[nH]ncc1[N+](=O)[O-]
- GSK3B inh: -2
- RGS4 pot: i
- PolyA inhibitor: i
- KCNK3 block: i
- KCNQ1 pot: i
- hERG protect: -10
- Dyrk1A ADPGlo: 13
- KCNK9 inh: i
- HDAC3 inhib: 2
- KCNQ1 inh: i
- GSK3A inh: 7

# (continued)
SMILES,GSK3B inh,RGS4 pot,PolyA inhibitor,KCNK3 block,KCNQ1 pot,hERG protect,Dyrk1A ADPGlo,KCNK9 inh,HDAC3 inhib,KCNQ1 inh,GSK3A inh
Cc1c(C(=O)N2CCCC2)sc(NC(=O)c2ccco2)c1C#N,4,i,i,i,i,-3,2,i,7,i,1
O=C(NCc1ccc2c(c1)OCO2)C12CC3CC(CC(C3)C1)C2,-6,i,i,i,i,-12,1,i,13,i,2
Cc1ccc(C2=Nc3ccccc3N=C(c3ccc([N+](=O)[O-])cc3)C2)c(O)c1,-1,i,i,i,i,-2,-3,i,-4,i,1
CCOC(=O)C(C)Sc1cc(CS(=O)(=O)c2ccccc2)nc(-c2ccccc2)n1 (centres undefined),0,i,i,-8.8*,i,-8,-1,-10*,2,i,-2
COc1ccccc1N(CC(=O)NC1CCCCC1)C(=O)CCC(=O)Nc1nccs1,-3,i,i,i,i,-10,-7,i,?,i,1
O=S(=O)(C=C(c1ccccc1)c1ccccc1)c1ccccc1,-5,i,i,i,i,-6,1,i,1,i,-4
CCOc1cc(CO)cc(Br)c1OCC(=O)Nc1ccccc1C,2,i,i,i,i,-12,-3,i,3,i,.
CCCCCCCN1C/C=C\C(c2ccc(OC)cc2)N(Cc2ccc(F)cc2)C(=O)[C@H]1Cc1ccccc1 (some centres undefined),4,i,i,i,i,-7,4,i,7,i,-1
N#CCCN(C(=O)COC(=O)c1cccc(S(=O)(=O)Nc2ccc([N+](=O)[O-])cc2)c1)c1ccccc1,1,i,i,i,i,-8,-1,i,4,i,-4
Cc1ccc(C)c(-c2csc(N)c2C(=O)OC(C)C)c1,3,i,i,i,i,-7,1,i,14,i,-2
Cc1cc(NC(=O)NC(C)(C(F)(F)F)C(F)(F)F)no1,3,i,i,i,i,1,9,i,13,i,-1
CCN(CC)C(=O)Oc1ccc(Cl)c2ccccc12,0,i,i,i,i,2,5,i,2,i,1
O=C(COC(=O)c1ccccc1Cl)NC(=O)NCc1ccccc1,2,i,i,i,i,-5,-5,i,2,i,-2
CC(=O)c1ccc(N2CCN(C(=O)Nc3cccc(F)c3)CC2)cc1,1,i,i,i,i,-12,4,i,0,i,-1
Cc1cc(Oc2ccccc2)nc(N2CCOCC2)n1,3,i,i,i,i,-8,-5,i,-8,i,-4
CCOCCCn1c(SCC(=O)N2CCOCC2)nc2ccccc2c1=O,1,i,i,i,i,0,-5,i,1,i,0
Cc1cc(=O)oc(C)c1C(=O)NCC(C)C,3,i,i,i,i,-10,-5,i,10,i,-3
CCCn1c(SCC(=O)N2CCCCC2)nc2c1c(=O)n(C)c(=O)n2C,-1,i,i,i,i,-8,1,i,4,i,2
N#Cc1c(SCc2cccc(Cl)c2)sc(C(=O)c2ccccc2)c1N,1,i,i,i,i,-15,-1,i,15,i,-2
CCOC(=O)c1sc(NC(=O)c2cccnc2)nc1C,2,i,i,i,i,-8,5,i,1,i,-2
CCOc1ccc(C(F)(F)F)cc1NC(C)=O,1,i,i,i,i,-5,-6,i,12,i,-3
CCOC(=O)/C(C#N)=C1/C=CNC(=O)N1,-2,i,i,i,i,-5,18,i,-2,i,-2
CC(C)CNS(=O)(=O)c1ccc(OCC(=O)NCc2ccco2)cc1,0,i,i,i,i,-15,-1,i,0,i,-1
CC(Oc1ccccc1)C(=O)NN1Cc2ccccc2C1=N (centres undefined),2,i,i,i,i,0,-6,i,1,i,0
Cn1cccc1Cc1nnc(SCC(=O)Nc2nccs2)n1C,-1,i,i,i,i,-4,-4,i,-6,i,1
CN(C)C(=C(C#N)C#N)N1CCN(c2ccc(Cl)cc2)CC1,-4,i,i,i,i,-4,-1,i,3,i,0
CN=C(Nc1cc(C)nn1CCC#N)c1ccc(F)cc1,0,i,i,i,i,-3,.,i,?,i,-2
CC(=O)N1CCN(c2ccc(NC(=O)c3ccccc3C)cc2)CC1,0,i,i,i,i,-10,0,i,-3,i,-1
CCc1ccc(NC(=O)c2c(Cl)nc(C)c(Cl)c2C)cc1,3,i,i,i,i,-7,7,i,3,i,-2
CC(=O)c1ccc(N2CCN(S(=O)(=O)c3cc4c(cc3C)NC(=O)CO4)CC2)cc1,-2,i,i,i,i,-8,1,i,.,i,.

# Looked up one by one from the entries so far, 4 records:
SMILES,GSK3B inh,RGS4 pot,PolyA inhibitor,KCNK3 block,KCNQ1 pot,hERG protect,Dyrk1A ADPGlo,KCNK9 inh,HDAC3 inhib,KCNQ1 inh,GSK3A inh
CC(C)CNS(=O)(=O)c1ccc(OCC(=O)NCc2ccco2)cc1,0,i,i,i,i,-15,-1,i,0,i,-1
CCc1ccc(NC(=O)c2c(Cl)nc(C)c(Cl)c2C)cc1,3,i,i,i,i,-7,7,i,3,i,-2
CN(C)C(=C(C#N)C#N)N1CCN(c2ccc(Cl)cc2)CC1,-4,i,i,i,i,-4,-1,i,3,i,0
CN=C(Nc1cc(C)nn1CCC#N)c1ccc(F)cc1,0,i,i,i,i,-3,.,i,?,i,-2
